Fluorescein fluor – compound fluoresces in the fluorescein spectral region. Compound autofluorescence, 480/540 nm, fluorescein-equivalent; hits give high values. max fluorescein-equivalent concentration, M. hit rate 0.91% among 59,000; in the data active = max fluorescein-equivalent concentration above about 10 nM; inconclusive = between about 1.1 nM and that limit
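In this qHTS profile, compound fluorescence was measured with a 480 nm/540 nm filter pair following a 15-min room-temperature incubation in 100 mM Tris (pH 8.0). A six-point fluorescein series on each plate served for normalization.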
A350 autofl – A350 region autofluorescence | Compound autofluorescence, 340/450 nm, Alexa 350 dye-equivalents; hits give high values | max dye-equivalent concentration, M | hit rate 11% among 59,000; in the data active = max dye-equivalent concentration above about 10 nM; inconclusive = mostly about 1.1 nM to 9.6 nM
Caspase-7 inhib – blocks human caspase-7 allosterically or competitively; P55210; recombinant caspase-7, Ac-DEVD-AFC fluorescence rate; Potency, µM (doses to about 57.5 µM), without a hit: top-dose activity change, negative = inhibition, hits mostly inhibitors; hit rate 0.02% among 75,000; AID 889; active = well fitted inhibition curve with a large enough effect in the main read-out, with a control signal flat, not every such curve was filed as active; inconclusive = small, poorly fitted or top-dose-only effect, or a change in a side signal; note: potency is the fitted concentration of half-maximal effect; % of control where 0% means no effect
BRCT inh red – disrupts BRCA1 BRCT binding to phosphoprotein, red fluorophore readout; P38398; BRCT-phosphopeptide binding, red fluorescence polarization; Potency, µM (highest dose often 76.9 µM), for inactives: at the top dose activity change, negative = inhibition, most hits filed as inhibitors; hit rate 0.03% among 75,000; AID 892; note: % is set by controls: 0 for no effect and ±100 for the full control effect
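Fluorescence polarization: 100 nM His-tagged BRCA1 BRCT with 100 nM TAMRA-labelled phospho-BACH1 decapeptide, phosphate buffer pH 7.3 with 150 mM NaCl, DTT, 0.01% Tween 20; 12 min RT. Binding inhibition seen as FP decrease.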
USP2a inh – blocks human ubiquitin-specific protease USP2a | O75604 | USP2a enzymatic assay, qHTS inhibition | Potency, µM (titrated, usually from 38.3 µM), without a hit: at the highest dose activity change, negative = inhibition, hits mostly inhibitors | hit rate 0.1% among 60,000;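 note: potency is the fitted concentration of half-maximal effect; nearly all actives have a fitted effect of over 60% in size; plate controls were DMSO for no effect and NEM full inhibition control for full effect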
Target sequence (O75604 whole entry, looked up): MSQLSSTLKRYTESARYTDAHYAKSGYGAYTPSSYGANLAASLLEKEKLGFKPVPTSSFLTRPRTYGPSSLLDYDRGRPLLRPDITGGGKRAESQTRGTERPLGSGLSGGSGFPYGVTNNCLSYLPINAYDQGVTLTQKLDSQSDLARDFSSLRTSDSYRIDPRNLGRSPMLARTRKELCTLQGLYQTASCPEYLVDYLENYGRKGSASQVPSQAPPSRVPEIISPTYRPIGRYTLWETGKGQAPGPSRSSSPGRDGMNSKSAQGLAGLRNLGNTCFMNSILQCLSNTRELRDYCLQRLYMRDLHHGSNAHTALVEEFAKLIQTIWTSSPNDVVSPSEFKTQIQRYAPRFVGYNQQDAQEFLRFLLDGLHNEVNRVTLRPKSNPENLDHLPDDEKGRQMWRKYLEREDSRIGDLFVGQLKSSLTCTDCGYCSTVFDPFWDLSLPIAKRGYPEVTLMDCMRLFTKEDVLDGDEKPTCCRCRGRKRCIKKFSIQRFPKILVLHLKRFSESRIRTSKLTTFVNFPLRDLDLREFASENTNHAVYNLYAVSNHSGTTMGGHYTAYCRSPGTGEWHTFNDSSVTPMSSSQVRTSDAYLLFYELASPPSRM
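Inhibition is measured in a cell-free coupled assay with 20 nM USP2 core, 20 nM Ub-PLA2 and 20 uM NBD C6-HPC, 2.5 h incubation. Activity normalized to NEM control.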
4-MU autofl – compound fluoresces in the 4-MU spectral region. compound autofluorescence, 340/450 nm, 4-MU equivalents; hits give high values. max dye-equivalent concentration, M. AID 589. hit rate 11% among 59,000; in the data active = max dye-equivalent concentration above about 10 nM; inconclusive = mostly about 1.1 nM to 9.6 nM
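Intrinsic fluorescence at 340/450 nm (ex/em) was read after 15 min at room temperature in pH 8.0, 100 mM Tris. Each compound concentration expressed as 4-MU-equivalent concentration from a six-point 4-MU standard series on each plate.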
Ub-GFP proteasome – ubiquitin-GFP accumulation via proteasome inhibition. Ubiquitin-GFP reporter cells, proteasome inhibition, GFP fluorescence; response scale: untreated = 0%, 10 µM MG-132 = 100%. Potency, µM (doses to about 45.9 µM), for the others: at the highest dose activation (GFP accumulation), most hits filed as activators. 67,000 tested, under 10 active. AID 526; active = well fitted activation curve with a large enough effect, not every such curve was filed as active; inconclusive = small, poorly fitted or top-dose-only effect, or another doubt; inactive = no such curve, though single readings can be large or run the other way; note: potency is the fitted concentration of half-maximal effect
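Proteasome block read as GFP accumulation: ubiquitin(G76V)-GFP U2OS cells exposed to compound (2.9 nM–46 uM) for 4 hr at 37 C. Normalization used untreated cells as 0% and 10 uM MG-132 as 100%; concentration-response curves fitted.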
BRCT PPI green – blocks human BRCA1 BRCT binding to phosphopeptide, green readout; P38398; BRCA1 BRCT-phosphopeptide binding, green fluorescence polarization; Potency, µM (series often up to 76.9 µM), for inactives: at the top dose activity change, negative = inhibition, usual class: inhibitors; hit rate 0.05% among 75,000;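 note: potency is the fitted concentration of half-maximal effect; plate controls were peptide without protein for full effect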
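Fluorescence polarization: His-tagged BRCT (~35 kDa BRCA1 C-terminus, 250 nM) bound to 100 nM fluorescein-labeled phosphorylated 10-aa BACH1 peptide, pH 7.3 phosphate buffer with DTT and Tween 20. Compounds incubated 12 min at room temperature; inhibition read as lowered polarization.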
Casp1 inh – caspase-1 (human) inhibition, allosteric or competitive; P29466; Caspase-1 enzyme, Ac-WEHD-AFC fluorogenic rate; Potency, µM (highest dose often 57.5 µM), inactives show top-dose activity change, negative = inhibition, actives largely listed as inhibitors; hit rate 0.03% among 75,000;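 note: potency is the fitted concentration of half-maximal effect; plate controls were vehicle for no effect and no substrate for full effect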
Target sequence (P29466 120-297 limits assumed): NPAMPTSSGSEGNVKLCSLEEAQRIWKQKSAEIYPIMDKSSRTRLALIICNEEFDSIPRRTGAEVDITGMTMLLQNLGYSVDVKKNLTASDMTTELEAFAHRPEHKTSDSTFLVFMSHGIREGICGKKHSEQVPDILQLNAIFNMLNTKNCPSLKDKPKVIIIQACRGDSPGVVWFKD
Target sequence (P29466 317-404 limits assumed): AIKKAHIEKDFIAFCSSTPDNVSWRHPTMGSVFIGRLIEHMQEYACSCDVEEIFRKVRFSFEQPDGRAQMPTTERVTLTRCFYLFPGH
HEK293 cAMP ctrl – parental HEK293 cAMP activation (counter-screen). parental HEK293 CNG cAMP sensor, membrane potential fluorescence. Potency, µM (titrated, usually from 57.1 µM), without a hit: top-dose activation, most hits filed as activators. hit rate 2.5% among 73,000; note: potency is the fitted concentration of half-maximal effect; % of control where 0% means no effect; nearly all actives have a fitted effect of over 55% in size
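Counterscreen for endogenous-receptor signalling: CNG-channel HEK 293 cells report cAMP rise by membrane depolarization. After 60 min dye equilibration with 100 uM RO 20-1724, compounds incubated 30 min before bottom-read fluorescence at 590 nm.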
Epigenetic mod – derepresses silenced GFP locus in mouse C127i cells. AID 597. hit rate 0.09% among 68,000. mouse C127i GFP locus derepression, cytometry, 30 h. Potency, µM (doses to about 46.1 µM), for the others: at the highest dose GFP derepression (activation); note: % of control where 0% means no effect
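Locus derepression in mouse mammary C127i cells whose integrated CMV-GFP reporter is normally silent; GFP expression after 30 h compound treatment was quantified by counting fluorescent cells.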
* marks the source's active call; other numbers are inactive results; i = inactive; ? = inconclusive; · = no result given; [ ] = another dose, or the depositor's remark. Unless noted, calls come from the whole dose curve; as a rule, active = well fitted curve in the direction sought with a large enough effect; inconclusive = small, poorly fitted or top-dose-only effect, or another doubt; inactive = no such curve, though single readings can be large; an effect the other way counts as inactive or inconclusive. A portion of the library (hit frequency here may not be typical).

Order of values – Epigenetic mod, Caspase-7 inhib, HEK293 cAMP ctrl, Fluorescein fluor, 4-MU autofl, BRCT inh red, Ub-GFP proteasome, Casp1 inh, BRCT PPI green, A350 autofl, USP2a inh
> CCC(=O)Nc1ccc(C(=O)Nc2ccc3c(c2)C(=O)N(CC2CCCO2)C3=O)cc1 (stereo not drawn)
    3%, -7%, 0%, i, 1.2e-07M*, 0.1%, -3%, -9%, 2.2%, 1.5e-07M*, 14%
> Cc1oc(-c2ccccc2Cl)nc1CSCC(=O)NC1CC1
    2%, 1%, 11%, i, i, -0.6%, -10%, 0%, -2.9%, i, -5%
> O=C(CCN1CCN(c2ccccn2)CC1)Nc1ccc(F)cc1
    -3%, -1%, 5%, i, i, -0.5%, -6%, 0%, -8.3%, i, 11%
> CN(C)CC/C=C1\c2ccccc2CSc2ccccc21
    0%[20.6 µM], 2%[25.7 µM], -2%[25.6 µM], ?, i, 0.2%[34.4 µM], 6%[20.5 µM], -3%[25.7 µM], 0.6%[34.4 µM], i, 14%[17.1 µM]
> CCOc1ccccc1NC(=O)CSc1ccccc1
    -2%, -2%, ?, ·, ·, 0.0%, 6%, -1%, -1.0%, ·, -3%
> CCOC(=O)c1cc2sccc2n1CC(=O)Nc1ccc(OC)cc1OC
    -2%, 0%, ?, i, i, -0.9%, 5%, -6%, -1.7%, i, 22%
> CCOC(=O)N1CCN(C(=O)CSc2nnc(-c3ccc(C)c(C)c3)o2)CC1
    0%, 0%, 2%, ·, ·, 1.9%, 3%, 2%, -1.3%, ·, ·
> COC1C=CC23c4cc5c(cc4CN(CC2O)C3C1)OCO5 (stereo not drawn)
    ·, -3%, ·, ·, ·, -3.3%, ·, -3%, -1.0%[3.08 µM], ·, -8%
> COc1ccc(CCNC(=O)CSc2nnc(CNc3ccc(Cl)cc3)o2)cc1OC
    -3%, -1%, ?, i, i, 0.8%, 2%, -2%, -1.1%, i, 7%
> O=C(c1cc(-c2cccc(O)c2)on1)N1CCN(C(c2ccccc2)c2ccccc2)CC1
    -3%, -2%, 12%, ·, ·, -0.7%, 6%, -3%, 0.9%, ·, ·
> Cc1ccc(Cn2nnc3c(=O)[nH]c(C4CCN(S(=O)(=O)c5cc(C)ccc5C)CC4)nc32)cc1
    0%, -2%, -2%, ?, i, -4.0%, 0%, -7%, -0.8%, i, 72%[activator]
> COCCNC(=O)C(c1ccccc1)N(C(=O)Cn1nnc2ccccc21)c1cccnc1 (stereo not drawn)
    6%, -1%, 4%, i, i, 0.5%, -2%, 3%, -0.6%, i, 4%
> Cc1noc(C)c1-c1ccc2ncnc(N(C)C)c2c1
    -5%[9.22 µM], -7%, ?, i, i, -2.4%, -2%, -6%, 1.3%, i, -3%
> CCCCCCC#Cc1cc(OC)c(OC)cc1C(N1CC(C)c2ccccc21)N1CC(C)c2ccccc21 (stereo not drawn)
    ·, 2%[11.5 µM], 11%[11.4 µM], ·, ·, 3.0%[15.4 µM], ·, 1%[11.5 µM], 4.1%[15.4 µM], ·, ·
> O=C(Nc1ccc(S(=O)(=O)N2CCc3ccccc32)cc1)c1ccco1
    4%, -3%, -3%, i, i, -0.8%, 2%, -4%, 5.0%, i, 35%[activator]
> CCC(=O)Nc1cc2c(cc1C(C)=O)OCCO2
    -2%, -1%, 5%, ·, ·, 0.5%, -12%, 1%, 0.5%, ·, -7%
> CC(=O)NCCNc1nc(-c2ccc(N(C)C)cc2)nc2ccccc12
    -3%[9.22 µM], -11%, -57%[inhibitor], i, ?, -0.6%, -7%, -4%, -2.0%, ?, 4%
> COc1ccc(-c2csc(N(CCCN(C)C)C(=O)c3cccs3)n2)cc1
    1%, 0%, ?, i, i, 0.1%, 0%, 0%, -0.1%, i, 16%
> C=CCOC(=O)N1CCN(c2cccc(C(F)(F)F)c2)CC1
    4%, -2%, 14%, i, i, 1.0%, 3%, -2%, -0.9%, i, -6%
> Cc1noc(C)c1-c1nccc(N2CCN(C)CC2)n1
    -5%[9.22 µM], 1%, ?, ?, i, 2.2%, 0%, 2%, -1.1%, i, 36%[activator]
> COc1cccc(NC(=O)CN2CCN(c3ccccc3F)CC2)c1
    0%, -1%, ?, ?, i, 0.9%, -2%, 1%, -3.1%, i, -1%
> COc1ccc(C(CC(=O)O)NC(=O)c2ccccc2)cc1OC (stereo not drawn)
    -2%, -1%, 1%, i, i, 0.0%, -3%, -1%, -5.4%, i, -1%
> COc1ccc(OC)c(N(CC(=O)Nc2ccccc2)S(C)(=O)=O)c1
    1%, 2%, 4%, i, i, -1.0%, 0%, -1%, 0.4%, i, 1%
> CCOc1ccc2nc(COC(=O)c3ccco3)c(C(C)=O)[n+]([O-])c2c1
    2%, -3%, 9%, i, i, 0.4%, 2%, 0%, 0.2%, i, -5%
> O=[N+]([O-])c1ccc(CSCc2ccc(Cl)cc2)cc1
    -3%[9.22 µM], -1%[11.5 µM], 4%[11.4 µM], i, i, -0.5%[15.4 µM], -3%[9.17 µM], -1%[11.5 µM], 0.2%[15.4 µM], i, ·
> COc1ccc2c(=O)cc(-c3ccc(O)cc3)oc2c1
    -7%[9.22 µM], -6%, 26%, i, ?, 0.2%, -5%, -5%, 0.2%, ?, ·
> N[C@@H](Cc1cccnn1)C(=O)O
    2%[9.22 µM], 1%[11.5 µM], -2%[11.4 µM], i, i, -0.9%[15.4 µM], -8%[9.17 µM], -1%[11.5 µM], -1.6%[15.4 µM], i, ·
> CSc1ccccc1NC(=O)c1cc(-c2cccs2)on1
    3%, 2%, 14%, ?, 1.1e-08M*, -0.3%, 10%, -1%, -1.8%, 1.1e-08M*, -1%
> COc1ccccc1N1C(=O)N(C(C)=O)C2C1Nc1ccccc1N2C (stereo not drawn)
    2%, -21%, 16%, ·, ·, -7.1%, -7%, ?, 5.9%, ·, 27%
> CCCCNC(=O)Nc1ccon1
    3%, 1%, -7%, ?, i, -0.3%, -2%, 3%, -1.7%, i, 7%
> Cc1cc(OCC(=O)C(C)(C)C)c2c(C)c(C)c(=O)oc2c1
    -2%, 2%, ?, ·, ·, -0.9%, 0%[9.17 µM], 2%, -2.3%, ·, 4%[7.66 µM]
> COC(=O)NC1CSCC1OC(=O)CN1C(=O)c2ccccc2C1=O (stereo not drawn)
    -3%, 1%, 3%, ?, i, 1.8%, 13%, 1%, -1.9%, i, 1%
> COCCN1Cc2cccc(C(=O)NCc3ccccn3)c2C1=O
    -3%, 1%, -1%, ·, ·, -1.0%, -4%, -2%, -2.2%, ·, ·
> Cc1ccc(CCNC(=O)C2CCCN(S(=O)(=O)c3c(C)nn(C)c3C)C2)cc1 (stereo not drawn)
    -2%, -2%, ?, ·, ·, 1.5%, -3%, 1%, -0.3%, ·, ·
> CC1(C)CC(=O)c2cnc(NC(=O)CSc3nc4ccccc4o3)nc2C1
    0%, -1%, 25%, i, i, 1.2%, -9%, -1%, 1.2%, i, 7%
> CCOC(=O)N1CCN(Cc2nc3c(c(=O)n(C)c(=O)n3C)n2Cc2cccc(C)c2)CC1
    0%, 0%, 2%, ?, i, -2.1%, 8%, -4%, 5.0%, i, 12%
> Cc1cc(C(=O)NCc2cccs2)n(-c2ccccc2)n1
    -2%, 0%, -2%, ·, ·, -2.3%, -8%, -2%, -0.3%, ·, ·
> O=C(NC1CCCCC1)C(c1cccs1)N(Cc1cccs1)C(=O)c1ccco1 (stereo not drawn)
    1%, -2%, 0.4µM*, i, i, 0.2%, -4%, -2%, 3.7%, i, 9%
> Nc1ncnc2c1nc(Cl)n2C1OC(CO)C(O)C1O (stereo not drawn)
    ·, 0%, ·, ·, ·, 0.3%, ·, -2%, -3.8%, ·, -13%
> Cc1ccc(-c2nn(C)c(=O)c3ccccc23)cc1S(=O)(=O)NCCO
    5%, 0%, 6%, i, i, -1.4%, -9%, 1%, 2.1%, ?, 3%
> Cc1ccc(S(=O)(=O)N2CCOCC2)cc1C(=O)Nc1ccccn1
    0%, 1%, ?, i, i, 0.3%, 2%, -2%, -0.8%, ?, -4%
> Cc1cc2c(c(=O)o1)C1(C(=O)N(C)c3ccccc31)C(C#N)=C(N)O2 (stereo not drawn)
    2%, ·, 8%, i, i, -0.6%, 6%, 1%, -1.1%, i, ?
> Cc1cc(C)nc(/N=C2\NC(=O)CC(C(=O)O)N2c2ccc(Cl)cc2)n1 (stereo not drawn)
    -2%, -3%, 20%, ·, ·, 2.1%, -3%, 4%, 2.8%, ·, ·
> Cc1ccc(N(O)C(=O)OCCNC(=O)Nc2ccccc2)cc1
    3%, -2%, 4%, i, i, -0.3%, -10%, 1%, -0.7%, i, 3%
> CCCCNC(=O)c1ccc2c(c1)N(CC)C(=O)CS2
    2%, 0%, 20%, i, i, -1.2%, -2%, 0%, 1.2%, i, 4%
> S=c1[nH]ncn1-c1ccccn1
    2%, 4%, -2%, i, i, 0.6%, 5%, 3%, -1.3%, i, -7%
> C=CCn1c(=O)c2ccccc2n2c(SCC(=O)N3CCCc4ccccc43)nnc12
    2%, -1%, ?, i, i, -1.2%, -1%, 1%, -0.4%, i, 10%
> COC(=O)c1cc2c(C)nn(-c3ccccc3)c2s1
    1%, 3%, 30%, i, ?, -1.9%, -4%, -4%, 0.9%, ?, -6%
